Rab2A wt mod = changes GTP binding to wildtype dog Rab2A, up or down | P61105 | GST-Rab2 wt beads, Bodipy-GTP binding, flow cytometry | GTP binding activity, % at 10 µM | 190,000 compounds, 0.19% hits;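 active = GTP binding activity at least 20 points away from 100%, either lowered or raised; inconclusive = signal likely due to the compound's own green fluorescence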;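 also: 0% = beads with excess unlabeled GTP and 100% = no-compound control corrected for plate trend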
Rac1 wt modul = human Rac1 wildtype GTP binding, inhibitors and activators; P63000; GST-Rac1 beads, fluorescent GTP binding, flow cytometry; actives lie on both sides; 0 = cold GTP competed, 100 = untreated; GTP binding activity (% of control), % at 10 µM; 190,000 compounds, 0.27% hits; AID 757;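 active = GTP binding activity at least 20 points away from the 100% control level, either lower or higher; inconclusive = compound flagged as likely green fluorescent, judged across all proteins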
Bim-Bcl-W = inhibitors of Bim-Bcl-W interaction, human; inhibition, % at 10 µM; bead-based flow cytometry, Bim peptide-Bcl-W binding; 190,000 compounds, 0.02% hits;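 also: 0% = bound tracer without compound and 100% = peptide blocker; higher means less fluorescent Bim peptide bound to Bcl-W beads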
Target sequence (Q92843 whole entry, looked up): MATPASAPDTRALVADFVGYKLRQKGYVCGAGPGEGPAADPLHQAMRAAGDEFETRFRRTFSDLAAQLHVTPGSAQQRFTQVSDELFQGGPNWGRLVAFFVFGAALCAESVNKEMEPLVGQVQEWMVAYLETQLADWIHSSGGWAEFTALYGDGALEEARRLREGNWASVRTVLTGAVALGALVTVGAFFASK
HRas wt GTP bind = human HRas wildtype GTP binding, change in either direction; P01112; GST-Ras wt beads, Bodipy-FL-GTP binding, flow cytometry; actives lie on both sides; GTP binding activity, % at 10 µM; 190,000 compounds, 0.14% hits; AID 759;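 active = GTP binding activity at least 20% away from the 100% baseline, either lowered as inhibitor or raised as activator; inconclusive = flagged as likely green fluorescent, judged across all proteins in the well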;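 also: 0% = unlabeled GTP competition control and 100% = no-compound control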
Target sequence (P01112 whole entry, looked up): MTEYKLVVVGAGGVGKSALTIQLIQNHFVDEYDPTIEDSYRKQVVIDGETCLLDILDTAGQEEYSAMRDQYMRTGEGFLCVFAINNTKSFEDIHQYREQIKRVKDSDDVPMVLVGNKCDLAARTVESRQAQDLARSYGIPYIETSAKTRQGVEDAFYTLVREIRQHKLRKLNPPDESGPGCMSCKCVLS
Bcl-2 Bim block = disrupts Bim peptide binding to human Bcl-2. AID 950. 190,000 compounds, 0.06% hits. Bead-based flow cytometry, Bim peptide-Bcl-2 binding. inhibition, % at 10 µM. P10415; in the data active = inhibition above about 40%; inconclusive = no clear call, values can overlap the other calls;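 also: 0% = no compound wells with probe peptide and 100% = reference peptide inhibitor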
Bim-Bcl-XL = disrupts Bim peptide binding to human Bcl-XL; Q07817; bead flow cytometry, fluorescence; inhibition, % at 10 µM; 190,000 compounds, 0.04% hits; AID 1007
Target sequence (Q07817 whole entry, looked up): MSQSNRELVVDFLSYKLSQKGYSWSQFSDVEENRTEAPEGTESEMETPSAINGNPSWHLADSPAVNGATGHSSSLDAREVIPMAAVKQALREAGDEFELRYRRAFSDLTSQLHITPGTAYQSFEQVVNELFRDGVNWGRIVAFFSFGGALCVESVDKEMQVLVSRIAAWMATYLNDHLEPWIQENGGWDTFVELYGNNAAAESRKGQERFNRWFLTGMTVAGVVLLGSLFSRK
Rab7 wt modul = dog Rab7 wildtype GTP binding, inhibitors and activators; GST-Rab7 beads, fluorescent GTP binding, flow cytometry; actives lie on both sides; untreated = 100%, excess cold GTP = 0%; GTP binding activity (percent of control), % at 10 µM; 190,000 compounds, 0.055% hits; AID 758;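 active = fluorescent GTP binding to Rab7 beads changed by at least 20 points from the 100% baseline, either direction, mostly lower; inconclusive = compound itself probably fluorescent, or too few beads counted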;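 also: median green fluorescence of bound Bodipy-FL-GTP per Rab7 bead population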
Bim-Bcl-B = inhibitors of Bim-Bcl-B interaction, human | Q9HD36 | bead-based flow cytometry, Bim peptide-Bcl-B binding | inhibition, % at 10 µM | 190,000 compounds, 0.073% hits | AID 951;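 also: 0% = tracer peptide without compound and 100% = reference inhibitor peptide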
Target sequence (Q9HD36 whole entry, looked up): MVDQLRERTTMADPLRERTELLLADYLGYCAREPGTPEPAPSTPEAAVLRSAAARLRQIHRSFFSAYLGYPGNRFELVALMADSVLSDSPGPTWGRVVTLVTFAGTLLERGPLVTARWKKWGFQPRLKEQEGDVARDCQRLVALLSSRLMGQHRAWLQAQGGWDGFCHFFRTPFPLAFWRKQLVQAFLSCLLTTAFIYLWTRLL
Cdc42 wt = modulators (inhibitors or activators) of GTP binding to human Cdc42 wildtype; P60953; GST-Cdc42 beads, Bodipy-GTP binding, flow cytometry; actives lie on both sides; percent activity (GTP binding), % at 10 µM; 190,000 compounds, 0.2% hits; AID 761;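 active = percent activity GTP binding at least 20 points away from the 100% baseline, either down as inhibitor or up as activator; inconclusive = compound flagged as likely green fluorescent from well-wide comparison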;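 also: median bead fluorescence of bound Bodipy-FL-GTP at 100 nM; 0% = excess unlabeled GTP control and 100% = no compound control; below 100% means less GTP binding so inhibitor and above means activator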
Target sequence (P60953 whole entry, looked up): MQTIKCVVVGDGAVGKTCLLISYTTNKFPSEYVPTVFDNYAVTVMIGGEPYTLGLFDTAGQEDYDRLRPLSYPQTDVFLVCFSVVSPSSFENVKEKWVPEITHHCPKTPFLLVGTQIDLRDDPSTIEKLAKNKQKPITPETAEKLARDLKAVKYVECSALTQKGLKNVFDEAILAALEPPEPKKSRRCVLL
Rac1 mut GTP = human Rac1 activated mutant GTP binding change. P63000. GST-Rac1 activated beads, fluorescent GTP binding, flow cytometry; actives lie on both sides; 100% means binding = to untreated wells. percent activity (GTP binding), % at 10 µM. 190,000 compounds, 0.11% hits. AID 764;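 active = GTP binding at least 20 percentage points away from the 100% baseline, in either direction, so actives lie on both sides; inconclusive = Compound likely fluorescent itself, or too few beads counted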
Bfl-1 Bim block = inhibitors of Bim-Bfl-1 interaction, human | Q16548 | Bead-based flow cytometry, Bim-Bfl-1 binding inhibition | inhibition, % at 10 µM | 190,000 compounds, 0.12% hits | AID 1008;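 also: 0% = wells without compound plus tracer and 100% = blocker peptide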
Active calls of the source: *; ? = inconclusive. Rule as the data show it, unless noted: active = inhibition above about 40%.

The line under a structure holds: Rab2A wt mod | Rac1 wt modul | Bim-Bcl-W | HRas wt GTP bind | Bcl-2 Bim block | Bim-Bcl-XL | Rab7 wt modul | Bim-Bcl-B | Cdc42 wt | Rac1 mut GTP | Bfl-1 Bim block
CC(C)[C@H](NC(=O)c1ccco1)C(=O)OCC(=O)c1ccc2c(c1)NC(=O)CO2
→ 95 | 94 | 0 | 93 | 1 | -2 | 90 | 3 | 94 | 99 | -1
C=CCN1C(=O)C(C(C)CC)NC1=S (stereo not given)
→ 102 | 105 | -1 | 103 | 1 | -2 | 103 | 2 | 101 | 99 | 0
CCc1ccc(OCC(=O)N(C)C2CCS(=O)(=O)C2)cc1 (stereo not given)
→ 101 | 106 | 0 | 102 | 2 | 3 | 100 | 2 | 103 | 103 | 0
COc1ccc(NS(=O)(=O)c2ccc3c(c2)oc(=O)n3C)c(OC)c1
→ 100 | 103 | 0 | 101 | -6 | -9 | 102 | -4 | 102 | 99 | -10
CCOC(=O)c1c(-c2ccccc2)c(C(C)=O)c(=O)n(C)c1C
→ 98 | 98 | 1 | 97 | -4 | -4 | 97 | -7 | 96 | 96 | -14
CCn1nnnc1-c1ccc(OC)c(S(=O)(=O)N2CCCCC2)c1
→ 101 | 108 | -3 | 103 | -5 | -5 | 103 | -1 | 103 | 103 | 0
Cc1ccc(-c2csc(NC(=O)CSc3nc4ccccc4[nH]3)n2)cc1
→ 102 | 104 | -3 | 103 | -4 | -4 | 101 | -8 | 100 | 102 | -1
O=C(O)CCCNS(=O)(=O)/C=C/c1ccccc1
→ 99 | 99 | 0 | 96 | -2 | 0 | 96 | -7 | 99 | 99 | -4
NCCOc1ccc(C2CCCCC2)cc1
→ 101 | 99 | 1 | 98 | 0 | -1 | 106 | -6 | 99 | 103 | -3
CCN(CC)CCOC(=O)c1ccc(Cl)cc1Cl
→ 102 | 102 | 0 | 99 | 2 | 2 | 96 | -1 | 101 | 96 | -3
CC1CCCCC1NC(=O)CN1C(=O)c2cccc(N)c2C1=O (stereo not given)
→ 96 | 93 | -2 | 94 | 2 | 0 | 99 | 0 | 95 | 95 | 5
COc1ccc(CCNC(=O)CO/N=C/c2cc3c(cc2Br)OCO3)cc1OC
→ 92 | 97 | 0 | 92 | -1 | -1 | 97 | -3 | 91 | 94 | -3
Cc1ccc(CS(=O)(=O)CCC(=O)NCCC2=CCCCC2)cc1
→ 100 | 99 | 1 | 97 | 0 | 3 | 109 | 2 | 98 | 93 | -2
O=C(NNC(=O)C1CCN(S(=O)(=O)c2cccc(C(F)(F)F)c2)CC1)C1CC1
→ ? | ? | -4 | ? | -3 | -5 | ? | -5 | ? | ? | 1
Cn1c(=O)c2c(nc(Sc3ncccn3)n2Cc2ccccc2Cl)n(C)c1=O
→ 101 | 103 | 0 | 102 | -11 | -3 | 103 | -8 | 101 | 101 | -11

Continued:
The line under a structure holds: Rab2A wt mod | Rac1 wt modul | Bim-Bcl-W | HRas wt GTP bind | Bcl-2 Bim block | Bim-Bcl-XL | Rab7 wt modul | Bim-Bcl-B | Cdc42 wt | Rac1 mut GTP | Bfl-1 Bim block
O=C(Cc1cccs1)Nc1ccc2c(c1)C(=O)OC2
→ 95 | 94 | 1 | 97 | 2 | 0 | 99 | 0 | 95 | 93 | -4
COc1cccc(C(CC(=O)NCC2CCCO2)NS(=O)(=O)c2ccc(C)cc2)c1OC (stereo not given)
→ 99 | 105 | -1 | 101 | -8 | -10 | 103 | -7 | 103 | 99 | -18
CC1CCCC(C)N1CCNC(=O)Cn1nc(-c2ccccc2)ccc1=O (stereo not given)
→ 96 | 96 | -1 | 98 | 1 | 0 | 97 | 0 | 99 | 95 | 0
COc1ccc(C(=O)/C=C/c2ccc(OC)c(Cn3nnc4ccccc43)c2)cc1
→ 98 | 99 | -4 | 99 | -8 | -5 | 97 | -7 | 96 | 99 | -10
Cc1ccc(-c2cc(=O)c3cc(F)ccc3[nH]2)cc1
→ 104 | 111 | 0 | 103 | 2 | -5 | 103 | -3 | 109 | 102 | -1
CN(C)c1ccc(S(=O)(=O)NCC(=O)OCC(=O)Nc2cc(Cl)cc(Cl)c2)cc1[N+](=O)[O-]
→ 97 | 100 | -6 | 100 | -11 | -6 | 99 | -7 | 99 | 98 | -18
CCN(CC)C(=O)CN(C#N)c1nc(OC)nc(N(C)C)n1
→ 95 | 103 | 0 | 99 | -9 | -8 | 94 | -8 | 100 | 95 | -9
Cc1cc(C(=O)O)c(C)n1-c1ccccc1
→ 99 | 100 | -2 | 101 | -14 | -7 | 101 | -8 | 101 | 97 | -14
CCOc1cc(C(=S)N2CCOCC2)ccc1OS(=O)(=O)c1ccc(NC(C)=O)cc1
→ 100 | 94 | -1 | 96 | -4 | -1 | 99 | 0 | 93 | 96 | 0
O=C(CNC1CCCCC1)N1CCc2ccccc2C1
→ 102 | 102 | 1 | 102 | -8 | -18 | 101 | -6 | 103 | 100 | -10
O=C(/C=C(\c1ccccc1)n1cncn1)c1ccccc1
→ 103 | 104 | -3 | 101 | -1 | -6 | 99 | -7 | 103 | 100 | -2
CN1CCN(C(=O)/C=C/c2cn(-c3ccccc3)nc2-c2ccc3c(c2)OCCO3)CC1
→ ? | ? | -1 | ? | -5 | -1 | ? | -5 | ? | ? | -7
COCCNC(=O)/C(C#N)=C/c1ccc(O)c([N+](=O)[O-])c1
→ 98 | 99 | -3 | 101 | -5 | -4 | 103 | -1 | 97 | 94 | -5
CCOc1ccc2nc(/N=C/c3c(C)[nH]n(-c4ccc(C)cc4)c3=O)sc2c1
→ 99 | 98 | 17 | 98 | 15 | 19 | 95 | 21 | 98 | 96 | 15
COC(=O)C1=C(C)NC2=C(C(=O)CCC2)C1c1coc2ccccc2c1=O (stereo not given)
→ 97 | 101 | 2 | 97 | -3 | -5 | 99 | -8 | 102 | 99 | -10

Nothing new here: 2 of the compounds above.
The line under a structure holds: Rab2A wt mod | Rac1 wt modul | Bim-Bcl-W | HRas wt GTP bind | Bcl-2 Bim block | Bim-Bcl-XL | Rab7 wt modul | Bim-Bcl-B | Cdc42 wt | Rac1 mut GTP | Bfl-1 Bim block
O=C(NNC(=O)C1CCN(S(=O)(=O)c2cccc(C(F)(F)F)c2)CC1)C1CC1
→ ? | ? | -4 | ? | -3 | -5 | ? | -5 | ? | ? | 1
Cn1c(=O)c2c(nc(Sc3ncccn3)n2Cc2ccccc2Cl)n(C)c1=O
→ 101 | 103 | 0 | 102 | -11 | -3 | 103 | -8 | 101 | 101 | -11

Other structures.
The line under a structure holds: Rab2A wt mod | Rac1 wt modul | Bim-Bcl-W | HRas wt GTP bind | Bcl-2 Bim block | Bim-Bcl-XL | Rab7 wt modul | Bim-Bcl-B | Cdc42 wt | Rac1 mut GTP | Bfl-1 Bim block
Cc1cc(C)nc(SC2=CS(=O)(=O)c3ccccc32)n1
→ 108 | 104 | 0 | 105 | -1 | -4 | 103 | -4 | 108 | 100 | 0
Cc1ccc(-c2cc(C(=O)NCC3CCCO3)no2)cc1 (stereo not given)
→ 101 | 104 | 0 | 101 | -11 | -4 | 104 | -5 | 100 | 98 | -13
COc1ccccc1C(=O)NCCc1c(C)[nH]c2c(C)ccc(F)c12
→ 99 | 98 | -2 | 99 | -2 | -7 | 101 | -6 | 98 | 96 | 0
CC(=O)N1N=C(c2ccccc2)OC12CCCC2
→ 101 | 102 | 2 | 100 | 0 | 0 | 106 | -3 | 97 | 95 | -8
COc1ccc2c(c1)C(C)=CC(C)(C)N2S(=O)(=O)c1ccc(Br)cc1
→ 95 | 101 | -1 | 99 | -3 | 0 | 100 | -2 | 97 | 96 | -5
O=C(CN1CCOCC1)N/N=C/c1ccco1
→ 103 | 102 | -1 | 101 | 3 | -1 | 110 | 1 | 102 | 100 | -1
Cc1cc(N2CCC(C(N)=O)CC2)nc(-c2ccccc2)n1
→ 103 | 101 | -1 | 102 | 0 | -2 | 100 | 0 | 102 | 99 | -2
O=C(N1CCOCC1)C(F)(F)C(=O)N1CCOCC1
→ 105 | 109 | 0 | 103 | -2 | 0 | 104 | -2 | 106 | 100 | -2
N#CCCNC(=O)CCN1CCCCC1
→ 95 | 95 | -2 | 96 | 0 | -4 | 98 | -4 | 97 | 94 | -6
CCCCOc1ccc(C(=O)N/C(=C\c2ccc([N+](=O)[O-])cc2)C(=O)OCc2ccco2)cc1
→ 98 | 99 | -4 | 96 | -1 | -7 | 99 | -8 | 95 | 100 | -4
COc1ccccc1NC(=O)CN(c1ccc(C)cc1)S(=O)(=O)c1c(C)n[nH]c1C
→ 98 | 103 | -3 | 99 | -11 | -9 | 94 | -9 | 98 | 99 | -16
Clc1ccccc1COc1ccccc1-c1nnco1
→ 98 | 98 | -1 | 99 | 1 | 1 | 99 | 0 | 97 | 96 | 0
O=C(CN1CCN(c2ccccc2O)CC1)NNC(=O)c1ccc(Cl)cc1
→ 96 | 101 | -14 | 99 | -8 | -13 | 96 | -10 | 98 | 99 | -7
CCOC(=O)Cc1ccc(NCc2ccc(Cl)cc2)cc1
→ 97 | 102 | -4 | 95 | -3 | 0 | 94 | -2 | 98 | 97 | -8
COc1cccc(N2CC(O)Cn3c2nc2c3c(=O)n(CCCc3ccccc3)c(=O)n2C)c1 (stereo not given)
→ 104 | 106 | -1 | 104 | -8 | -7 | 105 | -9 | 105 | 102 | -10
CCOC(=O)CN1CC23C=CC(O2)C(C(=O)Nc2ccc4c(c2)OCO4)C3C1=O (stereo not given)
→ 97 | 96 | 1 | 95 | 0 | 4 | 98 | 1 | 93 | 97 | 0

Random excerpt: 6 records from the list
The line under a structure holds: Rab2A wt mod | Rac1 wt modul | Bim-Bcl-W | HRas wt GTP bind | Bcl-2 Bim block | Bim-Bcl-XL | Rab7 wt modul | Bim-Bcl-B | Cdc42 wt | Rac1 mut GTP | Bfl-1 Bim block
O=C(N1CCOCC1)C(F)(F)C(=O)N1CCOCC1
→ 105 | 109 | 0 | 103 | -2 | 0 | 104 | -2 | 106 | 100 | -2
Clc1ccccc1COc1ccccc1-c1nnco1
→ 98 | 98 | -1 | 99 | 1 | 1 | 99 | 0 | 97 | 96 | 0
CC(=O)N1N=C(c2ccccc2)OC12CCCC2
→ 101 | 102 | 2 | 100 | 0 | 0 | 106 | -3 | 97 | 95 | -8
Cc1cc(C)nc(SC2=CS(=O)(=O)c3ccccc32)n1
→ 108 | 104 | 0 | 105 | -1 | -4 | 103 | -4 | 108 | 100 | 0
CCOC(=O)Cc1ccc(NCc2ccc(Cl)cc2)cc1
→ 97 | 102 | -4 | 95 | -3 | 0 | 94 | -2 | 98 | 97 | -8
O=C(CN1CCN(c2ccccc2O)CC1)NNC(=O)c1ccc(Cl)cc1
→ 96 | 101 | -14 | 99 | -8 | -13 | 96 | -10 | 98 | 99 | -7
